Source: PubChem BioAssay (NCI)
yeast cln2 rad14 – NCI yeast anticancer drug screen, S. cerevisiae cln2 rad14 strain; growth inhibition, % at 50 µM; 8.3% of 78,000 active;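 note: 0% = growth of vehicle-only cultures of the same strain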
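Growth inhibition, relative to vehicle-treated controls, is the read-out. The test organism is a yeast strain with defined genetic alterations, cln2 rad14.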
bub3 – NCI yeast anticancer drug screen, S. cerevisiae bub3 mutant strain; 9.9% of 78,000 active; AID 167; % growth inhibition at 50 µM;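 note: 0% = growth of vehicle-only cultures of the same strain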
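Steps: expose the mutant yeast strain to compound; grow alongside vehicle-treated cultures; measure growth; express inhibition against the vehicle cultures.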
yeast rad50 – NCI yeast anticancer drug screen, S. cerevisiae rad50 strain. growth inhibition, % at 50 µM. 10% of 79,000 active;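 note: 0% = growth of vehicle-only cultures of the same strain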
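Cells are treated with compound, grown, and their growth is then scored against vehicle-only cultures of the same repair-deficient yeast strain.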
yeast mlh1 rad18 – NCI yeast anticancer drug screen, S. cerevisiae mlh1 rad18 strain; 11% of 79,000 active; growth inhibition, % at 50 µM;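 note: 0% = growth of vehicle-only cultures of the same strain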
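Cells of a genetically altered yeast strain, deficient in DNA damage repair, were treated with compound. Their growth was then compared with that of vehicle-treated cultures to give inhibition.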
yeast sgs1 mgt1 – NCI yeast anticancer drug screen, S. cerevisiae sgs1 mgt1 strain; % growth inhibition at 50 µM; 10% of 78,000 active; AID 161;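 note: 0% = growth of vehicle-only cultures of the same strain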
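Test agents were incubated with a DNA-repair-mutant yeast strain. Growth was then read and compared against vehicle-treated controls.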
yeast mec2-1 – NCI yeast anticancer drug screen, S. cerevisiae mec2-1 strain | 9% of 79,000 active | % growth inhibition at 50 µM;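 note: 0% = growth of vehicle-only cultures of the same strain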
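mec2-1 yeast strain, carrying an alteration in DNA damage repair or cell cycle control, was exposed to compounds; growth inhibition was measured relative to vehicle-treated controls.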
The depositor's hits bear a star; & = joins results of further samples. Cut-off read from the data, not from the text of the source: active = growth inhibition above about 70%; inactive = the rest. Only part of the results is shown; rates above refer to the full screens.

cpd	molecule	bub3	yeast mlh1 rad18	yeast sgs1 mgt1
1	FC(F)(F)c1ccc(Cl)c(NC2=NCCCS2)c1	0.4	-3.6	2.1
2	CCOC(=O)c1ccccc1NC(C)=O	6.6	15.8	-3.0
3	CC(COC(=O)NCc1ccc(Cl)cc1Cl)OC(N)=O (configuration not stated)	-5.0	-8.7	4.2
4	CC1=C(CC/C(C)=C/CCC2(C)CCC([C@H](C)C(=O)O)OO2)C(C)(C)CCC1 (some centres not stated) (tested in a mixture with another compound)	92.2*	91.3*	93.0*
5	O=C(Nc1ccccc1)c1ccc([As](c2ccc(C(=O)Nc3ccccc3)cc2)c2ccc(C(=O)Nc3ccccc3)cc2)cc1	-19.2	-33.5	-4.8
6	c1ccc(-c2ccccc2)cc1	-1.5	26.6	-2.9
7	CCNC(Cc1ccccc1)c1ccc(OC)cc1 (configuration not stated)	24.0&-10.1	18.6&-2.0	5.8&0.6
8	CCNC(Cc1ccccc1)c1ccco1 (configuration not stated)	-10.2	12.5	-15.5
9	Cc1c[n+]2ccc3ccccc3c2c2ccccc12	-3.2	-11.7	-8.7
10	CCOc1ccc2ccccc2c1NC1=NCCO1	4.2	-4.2	-9.6
11	O=C1NC(=O)C(C(=O)C(=O)Nc2cccc(C(F)(F)F)c2)C(=O)N1	-31.0	-40.9	-44.7
12	Cc1cccc(N)c1N	-0.5	13.7	11.1
13	CN(C)[C@@H]1C(=O)C(C(N)=O)=C(O)[C@@]2(O)C(=O)C3=C(O)c4c(O)ccc(Cl)c4[C@@](C)(O)[C@H]3C[C@@H]12	-8.8	-4.1	13.2
14	CCCCCCCCCCCCCCCCOC[C@H](COC(c1ccccc1)(c1ccccc1)c1ccccc1)O[P+](=S)OC (some centres not stated)	-12.9	-23.6	-10.9
15	CN(N=O)c1ccc([N+](=O)[O-])cc1	24.4	28.1	15.8

cpd	yeast mec2-1	yeast rad50	yeast cln2 rad14
1	-0.3	-7.8	2.0
2	6.2	10.9	4.2
3	0.3	2.6	-12.8
4	93.0*	90.2*	90.5*
5	-7.0	-8.9	-23.9
6	-22.7	-1.7	10.4
7	0.7&-11.8	-2.0&-1.0	-15.6&-15.5
8	-12.1	-2.4	18.8
9	-10.9	-3.9	-78.2
10	-13.3	-22.2	18.9
11	0.1	-17.7	-1.8
12	-15.1	24.1	0.4
13	1.1	-16.9	-6.6
14	39.1	-2.5	37.4
15	26.4	26.2	18.2

Other compounds.
cpd	molecule	bub3	yeast mlh1 rad18	yeast sgs1 mgt1
16	O=C1C(Cl)=C(Cl)C(=O)C(Cl)=C1Cl	24.6	10.6	29.9
17	O=C1NCCCC12CCCNC2=O	1.5	13.3	-24.6
18	O=C([CH-]C(=O)C(F)(F)F)c1ccco1.O=C([CH-]C(=O)C(F)(F)F)c1ccco1.O=C([CH-]C(=O)C(F)(F)F)c1ccco1.[Ru+3]	1.9	11.7	-19.6
19	CC1=C(C)CN(CCc2c[nH]c3ccccc23)C(C#N)C1 (configuration not stated)	11.9	12.5	4.0
20	COc1ccc(CCNCc2ccc3ccccc3n2)cc1OC	-11.5	7.5	7.2
21	CC1CN=C(Nc2ccccc2)S1 (configuration not stated)	87.4*	81.6*	89.2*
22	Cc1cccc2c(=O)c([Se]c3coc4c(C)cccc4c3=O)coc12	-13.2	-30.1	-48.2
23	ClC1CC2OC(Cl)CC2O1 (configuration not stated)	0.4	1.1	-19.1
24	O=[N+]([O-])c1ccc(CCBr)cc1	3.2&36.3	-2.1&17.6	34.0&13.4
25	COc1cccc(C2N(Cc3ccc(N(CCCl)CCCl)cc3Cl)CCCN2Cc2ccc(N(CCCl)CCCl)cc2Cl)c1O	-4.6	37.5	7.2
26	O=C(O)[C@H](O)[C@@H](O)C(=O)O.[Pb]	6.8	-9.2	-2.9
27	O=P(O)(O)C(CSc1ccccc1)P(=O)(O)O	-0.7	-20.9	1.8
28	O=C1CCN(C2(c3ccccc3)CCCCC2)CC1	-8.8	-1.4	3.5
29	N#CN	-13.2	-5.8	22.1
30	C=CCCCCCCCCC(=O)O	-11.8&30.4	11.3&21.4	-0.2&32.4

cpd	yeast mec2-1	yeast rad50	yeast cln2 rad14
16	21.8	40.6	26.9
17	1.6	14.6	0.8
18	-11.0	8.2	-11.6
19	2.3	0.6	60.5
20	-10.5	-0.3	-16.4
21	88.8*	78.5*	90.3*
22	-15.2	-12.4	-5.8
23	1.1	5.2	-20.9
24	37.6&1.2	30.2&28.8	11.8&17.1
25	15.9	19.5	-8.2
26	-4.3	7.0	-36.9
27	4.6	0.4	-27.1
28	-4.1	3.9	-5.1
29	-17.2	-9.6	-16.1
30	-9.5&-4.8	-0.8&31.6	0.4&5.2

Fetched one by one from the entries so far, 5 records:
cpd	molecule	bub3	yeast mlh1 rad18	yeast sgs1 mgt1
21	CC1CN=C(Nc2ccccc2)S1 (configuration not stated)	87.4*	81.6*	89.2*
16	O=C1C(Cl)=C(Cl)C(=O)C(Cl)=C1Cl	24.6	10.6	29.9
26	O=C(O)[C@H](O)[C@@H](O)C(=O)O.[Pb]	6.8	-9.2	-2.9
18	O=C([CH-]C(=O)C(F)(F)F)c1ccco1.O=C([CH-]C(=O)C(F)(F)F)c1ccco1.O=C([CH-]C(=O)C(F)(F)F)c1ccco1.[Ru+3]	1.9	11.7	-19.6
27	O=P(O)(O)C(CSc1ccccc1)P(=O)(O)O	-0.7	-20.9	1.8

cpd	yeast mec2-1	yeast rad50	yeast cln2 rad14
21	88.8*	78.5*	90.3*
16	21.8	40.6	26.9
26	-4.3	7.0	-36.9
18	-11.0	8.2	-11.6
27	4.6	0.4	-27.1

(further entries)
cpd	molecule	bub3	yeast mlh1 rad18	yeast sgs1 mgt1
31	COc1cc2ccccc2c2cc([N+](=O)[O-])oc12	3.5	88.3*	60.9
32	ClCCN(CCCl)c1ccc(N=Cc2ccccc2)cc1	19.4	44.6	7.3
33	CC(Cl)CN(CC(C)Cl)c1ccc(-c2ccccc2)cc1 (configuration not stated)	-5.0	-30.9	12.7
34	CCC(=O)C(c1ccccc1)(c1ccccc1)C(C)CN1CCCCCCC1 (configuration not stated)	10.8	35.4	10.8
35	CCN1CCOC(CC)(c2cc(Cl)cc(Cl)c2Cl)C1 (configuration not stated)	4.3	20.4	8.4
36	CC1=C[C@H]2O[C@@H]3[C@H](O)[C@@H](O)[C@](C)([C@@]2(CO)CC1)[C@@]31CO1	-17.7	-18.1	8.3
37	ClCCN1CCCCC1	-21.2	-29.2	16.1
38	NNC(=S)N/N=C(\C(=O)Nc1cccc(O)c1)C1C(=O)NC(=S)NC1=O	2.5	-17.9	-13.7
39	Cn1nc(CCN)c2c(N)ncnc21	2.1	-7.9	-22.4
40	O=[N+]([O-])c1cccc(C2ON2C2CCCCC2)c1 (configuration not stated)	-4.5	10.1	0.2
41	CC(C)[C@]1(O)CC[C@H]2[C@@H]3CC[C@H]4CC=CC[C@]4(C)[C@H]3CC[C@@]21C	5.7	18.8	8.6
42	CC(C)CN(CC(C)C)[N+](=O)[O-]	6.0	-12.7	-17.8
43	CCC1COP(=O)(c2ccccc2)OC1 (configuration not stated)	16.3	19.1	6.2
44	O=C(CC([Se]c1ccccc1)c1ccccc1)c1ccccc1 (configuration not stated)	93.7*	98.0*	95.7*
45	FC(F)(F)C(OP(OC(C(F)(F)F)C(F)(F)F)OC(C(F)(F)F)C(F)(F)F)C(F)(F)F	-4.9	28.1	2.6

cpd	yeast mec2-1	yeast rad50	yeast cln2 rad14
31	53.0	78.2*	84.3*
32	17.0	24.9	4.3
33	-13.8	5.2	18.0
34	12.1	30.3	1.9
35	20.4	6.3	13.2
36	-39.9	-14.0	21.9
37	-1.4	12.2	-77.2
38	-10.6	-6.7	-0.1
39	2.0	8.4	-0.6
40	16.2	10.9	-2.1
41	-2.4	-30.1	-28.6
42	1.4	-6.2	4.0
43	2.7	24.6	15.8
44	88.8*	98.0*	89.4*
45	8.9	27.4	1.6

Compound profiles, from the list above.
`CC(Cl)CN(CC(C)Cl)c1ccc(-c2ccccc2)cc1` (configuration not stated) reads bub3 = -5.0; yeast mlh1 rad18 = -30.9; yeast sgs1 mgt1 = 12.7; yeast mec2-1 = -13.8; yeast rad50 = 5.2; yeast cln2 rad14 = 18.0
`COc1cc2ccccc2c2cc([N+](=O)[O-])oc12` reads bub3 = 3.5; yeast mlh1 rad18 = 88.3*; yeast sgs1 mgt1 = 60.9; yeast mec2-1 = 53.0; yeast rad50 = 78.2*; yeast cln2 rad14 = 84.3*

Later entries
cpd	molecule	bub3	yeast mlh1 rad18	yeast sgs1 mgt1
46	C[N+](C)(C)N=P(O)(N[N+](C)(C)C)c1ccccc1 (configuration not stated)	5.5	-10.0	-8.2
47	CCCCC(CC)CC1C(=O)NC(=O)NC1=O (configuration not stated)	-7.7	-17.9	-10.2
48	O=C(C1CO1)C(Cl)(Cl)Cl (configuration not stated)	-15.2	-2.4	3.8
49	ClCc1ccco1	23.6	36.2	10.6
50	Cc1ccc([NH-])c([NH-])c1.[Cl][Pt+2][Cl]	-2.9	13.7	30.4
51	CCC[CH2][Sn]([CH2]CCC)([S]C1=NCCS1)[S]C1=NCCS1	88.3*	86.5*	90.9*
52	COc1cc2c(c(OC)c1O)-c1ccc(OC)c(=O)cc1[C@@H](NC(=O)C(F)(F)F)CC2	7.9	11.3	-3.2
53	COc1ccc(C(OCC2OC(n3ccc(NC(=O)c4ccccc4)nc3=O)CC2OP2(=S)SCCS2)(c2ccccc2)c2ccc(OC)cc2)cc1 (configuration not stated)	37.0	78.7*	-4.1
54	Cc1cc(C(C)(C)c2cc(C)c(O)c(C)c2)cc(C)c1O	-17.6	-12.3	-6.9
55	COc1ccc2c(c1OC)C13CCCC[C@H]1C(C2)[N+](C)(C)CC3 (some centres not stated)	24.6	18.0	-6.6
56	CCCCN=C=S	-3.8	19.0	21.8
57	C/C=C(\C)C(=O)OC1CCN2CC=C(COC(=O)C(O)(C(C)O)C(C)(C)O)C12 (configuration not stated)	6.2	-0.6	2.5
58	C1C[N-]CC[N-]1.C1C[N-]CC[N-]1.N#CS.[Ni+2]	7.6	-5.4	1.4
59	C[N+](CCCl)(CCCl)Cc1cc([N+](=O)[O-])cc([N+](=O)[O-])c1	-1.2	6.0	8.9
60	CN1C(=O)C(C)(C2=CCCCC2)C(=O)NC1=S (configuration not stated)	-1.9	11.9	11.8

cpd	yeast mec2-1	yeast rad50	yeast cln2 rad14
46	-6.0	14.1	-0.8
47	10.6	-1.4	-5.0
48	-6.8	-4.0	-8.2
49	2.4	0.3	-11.4
50	0.2	22.1	12.3
51	90.7*	90.7*	89.7*
52	28.3	14.5	15.7
53	-13.1	10.6	10.0
54	-41.1	12.6	27.4
55	8.9	21.8	19.6
56	-11.7	45.7	5.2
57	2.3	12.3	4.8
58	5.7	5.1	-11.9
59	-3.0	-6.0	-8.6
60	1.6	1.6	-17.4

Copied from the list.
`O=C1NCCCC12CCCNC2=O` | yeast mec2-1: 1.6
`CC1=C[C@H]2O[C@@H]3[C@H](O)[C@@H](O)[C@](C)([C@@]2(CO)CC1)[C@@]31CO1` | yeast mlh1 rad18: -18.1

Carrying on.
cpd	molecule	bub3	yeast mlh1 rad18	yeast sgs1 mgt1
61	CN1CC2CN(Cc3ccccc3)CCN2c2cccnc21 (configuration not stated)	28.6	-41.4	13.8
62	CC(C)CCCCCc1ccc(OCCOc2ccc(C(=O)Nc3ccc(S(=O)(=O)F)cc3[N+](=O)[O-])cc2)cc1	0.5	9.8	26.2
63	O=C(OCCOCCOC(=O)C(Cl)(Cl)Cl)C(Cl)(Cl)Cl	-46.6	8.0	-29.4
64	FC(F)(F)[S-].FC(F)(F)[S-].[C-]#[O+].[C-]#[O+].[C-]#[O+].[C-]#[O+].[C-]#[O+].[C-]#[O+].[C-]#[O+].[C-]#[O+].[Mn].[Mn]	99.0*	99.3*	99.7*
65	CCOC(OCC)c1ccccc1.[C-]#[O+].[C-]#[O+].[C-]#[O+].[Cr]	32.7	8.8	33.0
66	C=C(C)C1(CC)C(=O)NC(=O)N(C)C1=O (configuration not stated)	1.5&3.6	-13.1&-8.0	-7.5&-1.2
67	CC(C)=CCC1=C(OOC2=C(CC=C(C)C)C(=O)c3ccccc3C2=O)C(=O)c2ccccc2C1=O	5.0	5.7	43.0
68	COc1cccc(C(O)CN(C)C)c1OC (configuration not stated)	-9.8	9.9	11.2

cpd	yeast mec2-1	yeast rad50	yeast cln2 rad14
61	23.3	17.4	13.6
62	-8.8	42.1	-11.7
63	-33.1	-47.0	39.2
64	99.6*	99.3*	99.0*
65	21.4	25.1	13.9
66	9.4&7.5	-4.5&11.8	-11.2&10.2
67	23.8	36.8	11.1
68	-6.7	7.0	30.2
